Screens (PubChem BioAssay)
Tb MetRS inh = Trypanosoma brucei MetRS inhibition. purified T. brucei MetRS, ATP depletion, Kinase-Glo luminescence. inhibition, % at 11.9 µM. 360,000 tested, 0.4% active. AID 624268;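 active means inhibition above a per-plate cutoff of the control wells' mean inhibition plus 3 SD, cut at about 5.5% in these data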;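 further: 0% = DMSO wells median and 100% = median of wells with control inhibitor compound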
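Test system – parasite MetRS enzyme · Reagent – substrates ATP, L-methionine and bulk Escherichia coli tRNA · Doses – 11.9 µM compound single dose, 0.9% DMSO · Times – 15 min enzyme-compound preincubation, 2 h reaction, 10 min detection, 25 °C · Signal – Kinase-Glo luminescence, ATP depletion format · Controls – DMSO-only wells as low control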
DNMT1 inh = DNMT1 (human) enzyme inhibition; P26358; DNMT1 molecular beacon, Hinp1I cleavage, fluorescence; inhibition (reported as % activation of signal), % at 10 µM; 360,000 tested, 0.83% active; AID 588458; in the data active means inhibition above about 50%
Neddyl block = blocks human cullin neddylation. P61081+Q13564. TR-FRET cullin neddylation, biochemical. calls only at 25 µM. 360,000 tested, 0.58% active. AID 651699; in the data active means inhibition above about 36%
CendR NRP1 mod = alters CendR peptide binding to human NRP-1. O14786. FAM-RPARPAR peptide binding to NRP-1, fluorescence polarization. inhibition, % at 25 µM. 360,000 tested, 0.85% active;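 active means inhibition or corrected inhibition above about 18%, plus a signal ratio from 0.5 to 1.5, limit read from the data, passing the limit was not always enough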; further: strong numbers were not always called active
Scp-1 inhibitor = Scp-1 (human) phosphatase inhibition. Recombinant Scp1, phosphopeptide, malachite green phosphate absorbance. inhibition, % at 20 µM. 340,000 tested, 0.88% active;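 active means inhibition above about 50% at 20 µM, limit read from the data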;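 further: plate controls were DMSO wells with enzyme for no effect and wells lacking enzyme for full effect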
Target sequence (Q9GZU7 76-261 limits assumed): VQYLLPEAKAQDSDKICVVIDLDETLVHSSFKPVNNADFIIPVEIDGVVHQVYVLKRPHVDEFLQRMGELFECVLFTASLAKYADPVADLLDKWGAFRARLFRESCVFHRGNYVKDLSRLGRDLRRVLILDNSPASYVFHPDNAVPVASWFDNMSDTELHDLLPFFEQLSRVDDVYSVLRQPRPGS
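Test system – truncated SCP-1 phosphatase (76-261aa) · Reagent – Phosphorylated 17-residue peptide substrate · Incubation – 45 min room-temperature reaction, 5 min colour, 30 min stabiliser · Detection – colorimetric phosphate reagent with accelerator and stabiliser, absorbance at 630 nm · Measure – % inhibition at 20 µM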
SKN-1 block = inhibitors of C. elegans SKN-1 | C. elegans VP596 Pgst-4::GFP/RFP ratio, acrylamide-induced, 24 h | inhibition, % at 21.8 µM | 360,000 tested, 0.49% active | AID 624304;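 active means interference check ratio from 0.5 to 1.5 plus GFP to RFP signal ratio inhibition reaching or exceeding a fixed threshold, cut at about 30% in these data, passing the limit was not always enough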; further: some compounds called inactive have numbers as strong as hits
STEP inh = inhibitors of human striatal-enriched phosphatase STEP; recombinant STEP, OMFP fluorogenic substrate, fluorescence; inhibition, % at 20 µM; 360,000 tested, 0.25% active;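 active means inhibition at 20 µM, scaled per plate between control wells, above about 37%, limit read from the data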;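 further: 0% = DMSO with enzyme and substrate and 100% = substrate only without enzyme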
Target sequence (P54829 whole entry, looked up): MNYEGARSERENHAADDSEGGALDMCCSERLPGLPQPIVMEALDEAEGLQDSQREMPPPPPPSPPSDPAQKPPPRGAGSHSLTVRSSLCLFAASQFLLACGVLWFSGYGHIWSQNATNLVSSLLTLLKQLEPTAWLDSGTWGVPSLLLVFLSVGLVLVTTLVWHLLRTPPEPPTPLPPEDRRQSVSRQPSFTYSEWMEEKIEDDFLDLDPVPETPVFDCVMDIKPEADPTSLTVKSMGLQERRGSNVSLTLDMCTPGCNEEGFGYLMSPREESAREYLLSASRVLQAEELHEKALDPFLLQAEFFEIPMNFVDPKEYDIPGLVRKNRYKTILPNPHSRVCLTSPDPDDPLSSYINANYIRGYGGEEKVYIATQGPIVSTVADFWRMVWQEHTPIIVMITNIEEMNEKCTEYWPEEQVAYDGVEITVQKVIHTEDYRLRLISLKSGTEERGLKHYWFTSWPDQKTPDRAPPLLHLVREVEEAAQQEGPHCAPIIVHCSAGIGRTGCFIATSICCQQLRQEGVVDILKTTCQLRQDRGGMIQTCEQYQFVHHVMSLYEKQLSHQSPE
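System: STEP phosphatase, cell-free reaction; Buffer or medium: Bis-Tris pH 6.0 buffer with DTT, detergent; Incubation: 20 min at room temperature, dark; Measured by: fluorescence, 480/540 nm.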
SUMO1-SIM PPI = alters human SUMO1 binding to SIM partners | P63165 | SUMO1 binding to a labelled peptide, TR-FRET, 1 h | inhibition, % at 20 µM | 360,000 tested, 0.33% active | AID 602429; in the data active means inhibition above about 37%
Target sequence (P63165 whole entry, looked up): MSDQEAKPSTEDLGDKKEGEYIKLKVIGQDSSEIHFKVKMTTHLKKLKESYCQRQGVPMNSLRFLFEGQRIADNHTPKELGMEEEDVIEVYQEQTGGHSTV
NadD block = inhibitors of Staphylococcus aureus NadD; purified NadD enzyme, colorimetric absorbance read-out; inhibition, % at 20 µM; 360,000 tested, 0.78% active; in the data active means inhibition above about 26%; further: some compounds past the cut are filed as inactive
LMPTP inh = LMPTP (human) inhibition; P24666; inhibition, % at 20 µM; 360,000 tested, 0.22% active; recombinant LMPTP-A, OMFP fluorogenic substrate, fluorescence intensity;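 active means compounds that cut the enzyme signal by at least half of the control window in the single-dose screen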;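 further: plate controls were DMSO wells with enzyme plus substrate for no effect and substrate without enzyme for full effect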
Target sequence (P24666 whole entry, looked up): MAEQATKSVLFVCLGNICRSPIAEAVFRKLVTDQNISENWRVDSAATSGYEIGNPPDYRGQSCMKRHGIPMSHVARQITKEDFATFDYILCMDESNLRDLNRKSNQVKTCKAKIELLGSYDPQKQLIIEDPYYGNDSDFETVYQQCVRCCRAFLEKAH
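Assay system: LMPTP-A, protein tyrosine phosphatase of low molecular weight / Medium: pH 6.0 Bis-Tris buffer with DTT and Triton X-100 / Schedule: 50 min enzyme reaction at room temperature, protected from light / Measured by: endpoint fluorescence intensity from OMFP dephosphorylation / Read-out basis: % inhibition relative to no-enzyme and uninhibited control wells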
Active calls of the source: *.

How did O=C(NCCc1cccs1)c1cccs1 do in these assays?
Tb MetRS inh: -0.7; DNMT1 inh: -1; Neddyl block: inactive; CendR NRP1 mod: 2; Scp-1 inhibitor: -2; SKN-1 block: 7; STEP inh: 9; SUMO1-SIM PPI: 2; NadD block: -1; LMPTP inh: -1.2

How did O=C(Nc1cccc(C(F)(F)F)c1)c1cc(-c2ccco2)on1 do in these assays?
Tb MetRS inh: -0.8; DNMT1 inh: -15; Neddyl block: inactive; CendR NRP1 mod: 4; Scp-1 inhibitor: -4; SKN-1 block: 2; STEP inh: 2; SUMO1-SIM PPI: -3; NadD block: 5; LMPTP inh: 3.5

How did C[n+]1cnc(-c2ccccc2)cc1-c1ccccc1 do in these assays?
Tb MetRS inh: -2.5; DNMT1 inh: 2; Neddyl block: inactive; CendR NRP1 mod: 3; Scp-1 inhibitor: 101*; SKN-1 block: -1; STEP inh: -3; SUMO1-SIM PPI: -23; NadD block: 21; LMPTP inh: 0.7

How did CCCn1nc(C(=O)NCc2ccccn2)c2ccccc2c1=O do in these assays?
Tb MetRS inh: -0.2; DNMT1 inh: -1; Neddyl block: inactive; CendR NRP1 mod: -4; Scp-1 inhibitor: -3; SKN-1 block: 0; STEP inh: -3; SUMO1-SIM PPI: -2; NadD block: 8; LMPTP inh: -0.3

Results for COc1ccc(NC(=O)COC(=O)c2ccc(Cl)c(S(N)(=O)=O)c2)c([N+](=O)[O-])c1 ?
Tb MetRS inh: -0.1; DNMT1 inh: -4; Neddyl block: inactive; CendR NRP1 mod: -14; Scp-1 inhibitor: -4; SKN-1 block: 16; STEP inh: 1; SUMO1-SIM PPI: -35; NadD block: -1; LMPTP inh: -0.9

How did CC(=O)c1ccc(NC(=O)C2CCCN(c3ncnc4c3nc3n4CCCCC3)C2)cc1 (stereo unspecified) do in these assays?
Tb MetRS inh: 0.2; DNMT1 inh: -2; Neddyl block: inactive; CendR NRP1 mod: 7; Scp-1 inhibitor: -1; SKN-1 block: -6; STEP inh: 3; SUMO1-SIM PPI: 2; NadD block: 2; LMPTP inh: 1.5

Results for O=C1[C@@H]2Cc3c([nH]c4ccccc34)C(c3cccc([N+](=O)[O-])c3)N2C(=O)CN1C1CCN(Cc2ccccc2)CC1 (stereo partly specified) ?
Tb MetRS inh: 91*; DNMT1 inh: -17; Neddyl block: inactive; CendR NRP1 mod: -4; SKN-1 block: 11; STEP inh: 4; SUMO1-SIM PPI: -9; NadD block: 17; LMPTP inh: 10.0

How did Cc1nc2ccccc2n1CCc1ccccc1 do in these assays?
Tb MetRS inh: -0.1; DNMT1 inh: 0; Neddyl block: inactive; CendR NRP1 mod: 8; Scp-1 inhibitor: -1; SKN-1 block: 2; STEP inh: -1; SUMO1-SIM PPI: -2; NadD block: 5; LMPTP inh: 0.2

How did CCn1c(SCC(=O)N2c3ccccc3Sc3ccccc32)nc2c1c(=O)n(C)c(=O)n2C do in these assays?
Tb MetRS inh: -0.7; DNMT1 inh: -1; Neddyl block: inactive; CendR NRP1 mod: -1; Scp-1 inhibitor: -8; SKN-1 block: -19; STEP inh: -1; SUMO1-SIM PPI: 4; NadD block: 2; LMPTP inh: 0.6

Results for COc1ccc(CNC(=S)Nc2cccc(Cl)c2)cc1 ?
Tb MetRS inh: -0.1; DNMT1 inh: -4; Neddyl block: inactive; CendR NRP1 mod: 5; Scp-1 inhibitor: -7; SKN-1 block: -12; STEP inh: 2; SUMO1-SIM PPI: -4; NadD block: -12; LMPTP inh: 1.1

The closing three records of the section above are carried over, then new ones follow.
How did Cc1nc2ccccc2n1CCc1ccccc1 do in these assays?
Tb MetRS inh: -0.1; DNMT1 inh: 0; Neddyl block: inactive; CendR NRP1 mod: 8; Scp-1 inhibitor: -1; SKN-1 block: 2; STEP inh: -1; SUMO1-SIM PPI: -2; NadD block: 5; LMPTP inh: 0.2

How did CCn1c(SCC(=O)N2c3ccccc3Sc3ccccc32)nc2c1c(=O)n(C)c(=O)n2C do in these assays?
Tb MetRS inh: -0.7; DNMT1 inh: -1; Neddyl block: inactive; CendR NRP1 mod: -1; Scp-1 inhibitor: -8; SKN-1 block: -19; STEP inh: -1; SUMO1-SIM PPI: 4; NadD block: 2; LMPTP inh: 0.6

Results for COc1ccc(CNC(=S)Nc2cccc(Cl)c2)cc1 ?
Tb MetRS inh: -0.1; DNMT1 inh: -4; Neddyl block: inactive; CendR NRP1 mod: 5; Scp-1 inhibitor: -7; SKN-1 block: -12; STEP inh: 2; SUMO1-SIM PPI: -4; NadD block: -12; LMPTP inh: 1.1

How did CCOC(=O)C1CCN(C(=O)CS(=O)Cc2nc(-c3ccc(C)cc3)oc2C)CC1 (stereo unspecified) do in these assays?
Tb MetRS inh: -0.5; DNMT1 inh: -1; Neddyl block: inactive; CendR NRP1 mod: 1; Scp-1 inhibitor: 10; SKN-1 block: -9; STEP inh: 1; SUMO1-SIM PPI: 1; NadD block: -2; LMPTP inh: -0.5

How did Cc1cccc(Nc2ncnc3nc[nH]c23)c1C do in these assays?
Tb MetRS inh: -0.4; DNMT1 inh: 4; Neddyl block: inactive; CendR NRP1 mod: 1; Scp-1 inhibitor: -3; SKN-1 block: 6; STEP inh: 0; SUMO1-SIM PPI: -4; NadD block: 2; LMPTP inh: 0.6

How did O=C(N1CCOCC1)N(CCN1CCOCC1)Cc1cccc(Cl)c1 do in these assays?
Tb MetRS inh: -0.8; DNMT1 inh: 1; Neddyl block: inactive; CendR NRP1 mod: 5; Scp-1 inhibitor: -3; SKN-1 block: 2; STEP inh: -2; SUMO1-SIM PPI: -1; NadD block: 0; LMPTP inh: -2.9

Results for CCCN1C(=O)/C(=C/c2c(NCCCOCC)nc3c(C)cccn3c2=O)SC1=S ?
Tb MetRS inh: -0.6; DNMT1 inh: 40; Neddyl block: inactive; CendR NRP1 mod: -120; Scp-1 inhibitor: -5; SKN-1 block: 9; STEP inh: -2; SUMO1-SIM PPI: -13; NadD block: -1; LMPTP inh: 0.5

How did O=C(Cc1cccs1)Nc1cccc(-c2nc3cc4ccccc4cc3[nH]2)c1 do in these assays?
Tb MetRS inh: 1.8; DNMT1 inh: -4; CendR NRP1 mod: -4; Scp-1 inhibitor: 0; SKN-1 block: 6; STEP inh: 2; SUMO1-SIM PPI: -2; NadD block: 19; LMPTP inh: 2.4

How did Cc1ccc(C(=O)N/C(=C/c2ccc(-c3cccc([N+](=O)[O-])c3)o2)C(=O)NC(C)C)cc1 do in these assays?
Tb MetRS inh: -1.0; DNMT1 inh: -5; Neddyl block: inactive; CendR NRP1 mod: 2; Scp-1 inhibitor: -7; SKN-1 block: -23; STEP inh: 5; SUMO1-SIM PPI: -23; NadD block: 7; LMPTP inh: 0.4

Results for CC(C)(C)c1nc2ccccc2c(=O)n1N1C(=O)c2ccccc2C1=O ?
Tb MetRS inh: -0.2; DNMT1 inh: -7; Neddyl block: inactive; CendR NRP1 mod: 0; Scp-1 inhibitor: -9; SKN-1 block: 20; STEP inh: 1; SUMO1-SIM PPI: 1; NadD block: -5; LMPTP inh: 3.4

What do the screens show for `O=C(NCCO)c1cccc(S(=O)(=O)N2CCCCC2)c1`?
Tb MetRS inh: -1.2; DNMT1 inh: 6; Neddyl block: inactive; CendR NRP1 mod: 16; Scp-1 inhibitor: 1; SKN-1 block: 3; STEP inh: 0; SUMO1-SIM PPI: 1; NadD block: -1; LMPTP inh: -1.7

What do the screens show for `Cc1c(Br)c([N+](=O)[O-])nn1CC(=O)NCc1cccnc1`?
Tb MetRS inh: 0.5; DNMT1 inh: 0; Neddyl block: inactive; CendR NRP1 mod: 6; Scp-1 inhibitor: -3; SKN-1 block: -1; STEP inh: -3; SUMO1-SIM PPI: -14; NadD block: 0; LMPTP inh: -0.8

What do the screens show for `CCNC(=S)NNC(=O)c1ccoc1C`?
Tb MetRS inh: -0.5; DNMT1 inh: 2; Neddyl block: inactive; CendR NRP1 mod: -6; Scp-1 inhibitor: -7; SKN-1 block: -28; STEP inh: -3; SUMO1-SIM PPI: -3; NadD block: -6; LMPTP inh: -0.3

Results for CC(CNC(=O)CCCn1ncn2c(cc3occc32)c1=O)c1ccccc1 (stereo unspecified) ?
Tb MetRS inh: -0.6; DNMT1 inh: -2; Neddyl block: inactive; CendR NRP1 mod: 5; Scp-1 inhibitor: 7; SKN-1 block: -11; STEP inh: -1; SUMO1-SIM PPI: -6; NadD block: 2; LMPTP inh: -0.2

What do the screens show for `CC(Sc1nnc2c(n1)[nH]c1ccccc12)C(=O)N(C)C1CCCCC1` (stereo unspecified)?
Tb MetRS inh: 4.4; DNMT1 inh: 1; Neddyl block: inactive; CendR NRP1 mod: 9; Scp-1 inhibitor: 4; SKN-1 block: 0; STEP inh: 3; SUMO1-SIM PPI: -7; NadD block: -2; LMPTP inh: 0.3

Results for COCCN1CCN(C(=O)C2CCC(=O)N(CCc3ccc(Cl)cc3)C2)CC1 (stereo unspecified) ?
Tb MetRS inh: -0.4; DNMT1 inh: 0; Neddyl block: inactive; CendR NRP1 mod: 9; Scp-1 inhibitor: -10; SKN-1 block: 14; STEP inh: 0; SUMO1-SIM PPI: 14; NadD block: 2; LMPTP inh: -0.3

Results for Cc1cc(CNC(=O)Cn2cc([N+](=O)[O-])cn2)c2ccccc2n1 ?
Tb MetRS inh: -0.3; DNMT1 inh: 2; Neddyl block: inactive; CendR NRP1 mod: 4; Scp-1 inhibitor: -5; SKN-1 block: 5; STEP inh: 0; SUMO1-SIM PPI: -2; NadD block: 2; LMPTP inh: 1.7

Results for O=C(NCc1ccco1)c1ccc(S(=O)(=O)N2CCCCC2)cc1 ?
Tb MetRS inh: -0.5; DNMT1 inh: 3; Neddyl block: inactive; CendR NRP1 mod: -1; Scp-1 inhibitor: 3; SKN-1 block: -4; STEP inh: -4; SUMO1-SIM PPI: -1; NadD block: -1; LMPTP inh: -1.7

How did Cc1cc(C)c(C)c(S(=O)(=O)N2CCC(C(=O)NCC(c3ccccc3)N(C)C)CC2)c1C (stereo unspecified) do in these assays?
Tb MetRS inh: -1.1; DNMT1 inh: 0; Neddyl block: inactive; CendR NRP1 mod: -7; Scp-1 inhibitor: -6; SKN-1 block: -21; STEP inh: -3; SUMO1-SIM PPI: 2; NadD block: -8; LMPTP inh: -0.5

How did CC1(C)Oc2ccc(C(=O)N3CCOCC3)cc2N(CC(=O)N2CCOCC2)C1=O do in these assays?
Tb MetRS inh: 0.0; DNMT1 inh: 3; Neddyl block: inactive; CendR NRP1 mod: -8; Scp-1 inhibitor: 0; SKN-1 block: -9; STEP inh: 2; SUMO1-SIM PPI: 0; NadD block: 2; LMPTP inh: -0.4
